NCI-60 one-dose screen, 48 h, at 10 µM unless noted. Numbers give growth in % (100 = growth as untreated, 0 = no growth, -100 = all killed).
UACC-257 = UACC-257 melanoma; 78,000 tested, 4.4% active
UACC-62 = UACC-62 melanoma; 81,000 tested, 5.4% active
SK-MEL-28 = SK-MEL-28 melanoma; 81,000 tested, 4.1% active; AID 1794761
SK-MEL-5 = SK-MEL-5 melanoma | 80,000 tested, 6.4% active
M14 = M14 melanoma; 80,000 tested, 6.2% active; AID 1794745
MDA-MB-435 = MDA-MB-435 melanoma | 82,000 tested, 7.8% active
SK-MEL-2 = SK-MEL-2 melanoma; 77,000 tested, 4.7% active; AID 1794763
MALME-3M = MALME-3M melanoma | 78,000 tested, 5.8% active | AID 1794766
* marks the source's active call; other numbers are inactive results; nt = no result given; & = joins results of further samples. How the source made its calls: active means growth percent below 10; inactive means the rest.

SMILES | UACC-257 | UACC-62 | SK-MEL-28 | SK-MEL-5 | M14 | MDA-MB-435 | SK-MEL-2 | MALME-3M
CCN1CCCc2ccccc21 | nt | 88 | 105 | 102 | 104 | 102 | 106 | 83
O=C(Nc1ncccc1OCc1cccc(F)c1)NC12CC3CC(CC(C3)C1)C2 | 87 | 63 | 100 | 52 | 80 | 77 | 87 | 102
C/C=C1\C(O)CC2C3CCC4=CC(=O)CC[C@]4(C)C3CC[C@]12C (some centres undefined) | 100 | 89 | 117 | 99 | 105 | 103 | 87 | 97
CC(C)(C)C(=O)CC(=O)c1cccnc1 | 93 | 105 | 112 | 109 | 105 | 100 | 115 | 123
Cn1c(O)c(N=Nc2ccc(S(N)(=O)=O)cc2)c2ccccc21 | 127 | 111 | 116 | 103 | 110 | 102 | 118 | 101
COc1cccc2c1C(=O)OC2=O | 97 | 92 | 104 | 99 | 98 | 95 | 97 | 101
O=C(Cn1cc(CO)nn1)c1ccc(F)cc1 | 105 | 95 | 109 | 110 | 101 | 101 | 107 | 100
Cc1cc[n+](CC(=O)c2ccc([N+](=O)[O-])cc2)cc1 | 110 | 103 | 116 | 98 | 111 | 116 | 102 | 99
CCCCCCc1cn(C(C)c2ccc(OC3CCCCC3)c(OC)c2)nn1 (centres undefined) | 82 | 65 | 93 | 66 | 92 | 82 | 95 | 79
O=C(O)CNC1=C(Cl)C(=O)c2ccccc2C1=O | 91 | 94 | 113 | 112 | 98 | 102 | 100 | 118
COc1cc(C2C(C(C)=O)=C(C)NC(C)=C2C(C)=O)cc(Br)c1O | 107 | 107 | 109 | 103 | 103 | 101 | 105 | 118
O=C(Cn1c(Cc2cccc3ccccc23)nc2ccccc21)N/N=C/c1ccccc1O | 110 | 74 | 106 | 86 | 96 | 102 | 102 | 91
COC(=O)c1cc(C(=O)OC)c(C(=O)OC)cc1C(=O)OC | 98 | 100 | nt | 102 | 112 | 117 | 104 | 104
CCSC1=CC(=O)c2ccccc2C1=O | 83 | 59 | 37 | 51 | 84 | 80 | 94 | 14
CCc1ccc(OCC(=O)c2ccc(O)c(CN(C)C)c2O)cc1 | 110 | 102 | 109 | 104 | 98 | 99 | 85 | 93
COc1c(C(=O)/C=C/c2ccc(Cl)cc2)c(O)cc2occc12 | 56 | 65 | 104 | nt | 90 | 46 | 71 | 94
CC(=O)Nc1cccc(C)c1 | 101 | 99 | 103 | 99 | 105 | 103 | 101 | 93
CCOC(=O)c1c(-c2ccc(F)cc2)c(Cc2ccccc2)n(CCc2ccccc2)c1C | 98 | 68 | 110 | 91 | 89 | 100 | 121 | 84
CCOC(=O)c1ccc(NC(=S)NC(=O)c2ccc(NC(=O)C(C)C)cc2OC)cc1 | 42 | 30 | 51 | -69* | 34 | 34 | 48 | 3.2*
C=C(C)C(OC(C)=O)OC(C)=O | 92 | 94 | 106 | 108 | 97 | 107 | 101 | 118
CCN(CC)CCNC(=O)c1cn2ncnc(Oc3ccc(NC(=O)NC4CC4)c(F)c3)c2c1C | 95 | 94 | 95 | 94 | 90 | 95 | 113 | 84
Cc1ccc(/C=C2/C(=O)Nc3cc(Cl)c(-c4csc(N)n4)cc32)cc1 | 95 | 51 | 83 | 41 | 53 | -9.1* | 49 | 80
O=C(N/N=C/c1ccccc1)C(O)(c1ccccc1)c1ccccc1 | nt | 106 | 112 | 103 | 108 | 104 | 113 | 115
COc1ccc(-c2n[nH]nc2-c2csc3ccccc23)cc1OC | 40 | 28 | 50 | nt | 7.4* | -32* | 15 | 57
CC(=O)O | 94 | 100 | 102 | 98 | 97 | 98 | 122 | 107

Complete entries from above. Order of values: UACC-257	UACC-62	SK-MEL-28	SK-MEL-5	M14	MDA-MB-435	SK-MEL-2	MALME-3M
Listed for `CCc1ccc(OCC(=O)c2ccc(O)c(CN(C)C)c2O)cc1` : 110	102	109	104	98	99	85	93
Listed for `O=C(O)CNC1=C(Cl)C(=O)c2ccccc2C1=O` : 91	94	113	112	98	102	100	118
Listed for `COc1c(C(=O)/C=C/c2ccc(Cl)cc2)c(O)cc2occc12` : 56	65	104	nt	90	46	71	94
Listed for `CCN1CCCc2ccccc21` : nt	88	105	102	104	102	106	83
Listed for `CC(=O)O` : 94	100	102	98	97	98	122	107

Remaining list, next part:
SMILES | UACC-257 | UACC-62 | SK-MEL-28 | SK-MEL-5 | M14 | MDA-MB-435 | SK-MEL-2 | MALME-3M
S=c1[nH]nc(-c2ccc(-n3nc(-c4ccccc4)c4ccccc43)cc2)s1 | 104 | 103 | 103 | 91 | 104 | 98 | 96 | 96
O=C(OCCn1c(=S)sc2ccccc21)c1ccccc1 | 113 | 100 | 100 | 99 | 102 | 107 | 109 | 96
Cc1nn(-c2ccccc2)c2nc3nc4c(c(N)c3c(-c3ccc(Cl)cc3)c12)CCCCC4 | 98 | 102 | 103 | 99 | 98 | 99 | 89 | 103
Cc1c2c(c(C)c3c1oc1cc(O)ccc13)C(=O)N(CCN1CCOCC1)C2=O | 94 | 64 | 103 | 80 | 91 | 92 | 94 | 81
O=C(c1ccc(-c2nc(CSc3nc4ccccc4s3)no2)cc1)N1CCOCC1 | 63 | 72 | 101 | 41 | 91 | 87 | 73 | 75
CC(=O)c1cccc(NC(=O)CCC(=O)NS(=O)(=O)c2ccc(C)cc2)c1 | 103 | 102 | 108 | 109 | 102 | 112 | 115 | 103
CC(=O)c1ccc(OC(=O)Oc2ccc(C(C)=O)cc2)cc1 | 98 | 105 | 110 | 108 | 108 | 109 | 104 | 107
Nc1ccc(C(=O)Oc2ccc([N+](=O)[O-])cc2)c(O)c1 | 104 | 97 | 119 | 98 | 106 | 103 | 106 | 126
CNc1oc(-c2cccc3ccccc23)nc1C#N | 108 | 89 | 101 | 98 | 98 | 103 | 105 | 98
O=C1CCC(C(=O)N(Nc2ccccc2)c2ccccc2)N1 (centres undefined) | 109 | 94 | 103 | 104 | 103 | 99 | 104 | 106
COc1ccccc1C(=O)Nc1ccc(-c2cc(=O)c3c(O)c(OC)c(OC)cc3o2)cc1 | 85 | 88 | 88 | 100 | 94 | 106 | 96 | 107
CC(C)CNc1nc(NCC(C)C)nc(Oc2ccc(Cl)cc2)n1 | 93 | 73 | 95 | 69 | 94 | 98 | 101 | 83
O=c1nc(-c2ccccc2)c2cc(-c3ccc(N4CCOCC4)cc3)ccc2[nH]1 | 72 | 74 | 92 | 84 | 92 | 77 | 82 | 98
CC1(C)[C@H](O)CC[C@]2(C)[C@@H]1CC[C@@]13C[C@@H](CC[C@H]12)[C@@](O)(CO)C3 | 107 | 105 | 108 | 101 | -31* | 107 | 106 | 111
COc1cc(/C=N/NC(=O)CSc2nc3ccccc3c(=O)n2Cc2ccc(S(N)(=O)=O)cc2)ccc1O | 101 | 101 | 111 | 96 | 110 | 101 | 111 | 108
O=P1(O)CC2=C(CC=CC2)C1 | 106 | 105 | 110 | 105 | 106 | 111 | 103 | 102
COc1ccc2c(c1)OC1(Oc3cc(OC)ccc3C=C1C)C(C)=C2 | 101 | 86 | 105 | 101 | 81 | 98 | 85 | 85
COc1cc(/C=C/C(=O)c2cc(OC)c(OC)c(OC)c2)ccc1Oc1nc(NCCO)nc(N2CCOCC2)n1 | 48 | -4.1* | 32 | 3.0* | -19* | 4.9* | -3.2* | 29
COc1ccc(/C=c2\c(=O)n(-c3ccccc3)c3nn4c(n23)=NNCC(=O)C4)cc1 | 113 | 99 | 120 | 101 | 106 | 107 | 114 | 100
Brc1ccc(-c2csc(N/N=C/c3ccc(-n4cncn4)cc3)n2)cc1 | 100 | 99 | 103 | nt | 102 | 98 | 101 | 107
O=C1CC(c2ccccc2)N2C(=S)N(c3ccccc3)C(=O)C12 (centres undefined) | 102 | 95 | 104 | 98 | 104 | 100 | 104 | 111
COc1cc(CCCO)c(OC)c(OC)c1OC | 103 | 95 | 109 | 109 | 110 | 102 | 118 | 100
O=c1oc2ccc(I)cc2c(=O)n1-c1ccc(F)cc1F | -4.5* | 0.8* | 19 | nt | 21 | 1.7* | -17* | -21*
Nc1n[nH]c2cccc(C#Cc3cccc(NC(=O)c4cccc(C(F)(F)F)c4)c3)c12 | 50 | 26 | 24 | 44 | 10 | 30 | 8.5* | -0.7*
COc1ccc(CCN2C(=O)/C(=C/c3nc(CO)cs3)SC2=S)cc1 | 91 | 80 | 97 | 98 | 85 | 96 | 97 | 73

(continued)
SMILES | UACC-257 | UACC-62 | SK-MEL-28 | SK-MEL-5 | M14 | MDA-MB-435 | SK-MEL-2 | MALME-3M
CCOC(=O)c1c(SC)nn(-c2cc(=O)[nH]c3ccc(OC)cc23)c1N | 102 | 104 | 114 | 100 | 102 | 100 | 102 | 95
CCc1c(-c2ccc(Cl)cc2)nc(N)nc1-c1nc(N)nc(-c2ccc(Cl)cc2)c1CC | 89 | 85 | 99 | 100 | 105 | 107 | 114 | 91
CCOc1nc2c(N)ncnc2n1CC1CC1 | 123 | 100 | 119 | 100 | 111 | 114 | 129 | 112
COc1ccc(/C(=C\c2ccc3c(c2)OCO3)C(=O)Nc2nc3ccccc3s2)cc1OC | 105 | 98 | 106 | 101 | 93 | 96 | 93 | nt
C#CCOc1ccc(-c2noc(-c3nnn(-c4cccc(/C(C)=N/O)c4)c3N)n2)cc1 | 79 | 88 | 98 | 93 | 75 | 92 | 83 | 81
O=C(/C=C1\C=CN(CCCCO)c2ccccc21)n1ccc2ccccc21 | 105 | 88 | 108 | 98 | 95 | 106 | 101 | 99
Nc1ccc(Cl)cc1C(=O)c1ccc[nH]1 | 97&99 | 97&98 | 112&108 | 102&107 | 104&134 | 106&107 | 100&104 | 97&122
OCC1(CO)COC(c2ccccc2)=N1 | 105 | 104 | 106 | 110 | 99 | 109 | 103 | 99
N=C(N)c1ccc(-c2ccc(-c3ccc(Cl)c(Cl)c3)o2)nc1 | 107 | 103 | 100 | 92 | -52* | -52* | 108 | 105
c1ccc(Cc2nnc3sc(-c4csc5c4CCCC5)nn23)cc1 | 109 | 90 | 101 | 98 | 96 | 101 | 111 | 113
C[C@H]1c2[nH]c3ccccc3c2C[C@@H]2C(=O)N(Cc3ccccc3)C(=S)N21 | 102 | 73 | 102 | 91 | 103 | 96 | 105 | 87
O=C(c1c[nH]c2ccccc12)c1n[nH]c(=S)n1-c1cccc(Br)c1 | 97 | 52 | 105 | 28 | 99 | 102 | 86 | 95
CCCCCCC(CC#N)(CCC)CCCC (centres undefined) | 104 | 101 | 104 | 105 | 110 | 103 | 123 | 100
CC(=O)/C(N=O)=C(/C)O | 102 | 101 | 108 | 106 | 102 | 117 | 102 | 106
COc1ccc(-c2nc(SCCNS(C)(=O)=O)[nH]c(=O)c2C#N)cc1 | 106 | 98 | 118 | 106 | 113 | 99 | 95 | 99
O=C(CCc1ccccc1)NCCc1cccs1 | 91 | 99 | 105 | 100 | 109 | 117 | 108 | 103
O=C(/C=C/Nc1ccccc1)c1ccc2c(c1)Nc1ccccc1S2 | 97 | 69 | 100 | 97 | 94 | 85 | 78 | 71
O=C1NC(=O)C23C=CC(O2)C2(O)CCCc4cccc(c42)N13 (centres undefined) | 121 | 100 | 107 | 117 | 95 | 104 | 103 | 100
N#Cc1c(Nc2ccc(Cl)cc2)nn2c(-c3ccc(F)cc3)c(-c3nc4ccccc4s3)c(N)nc12 | 110 | 99 | 118 | 98 | 104 | 101 | 101 | 104
COc1cccc(NC(=S)NC2CC(C)CC(C)(C)C2)c1 (centres undefined) | 95 | 85 | 97 | 85 | 105 | 101 | 81 | 89
C/C=C/c1ccc(OC)cc1 | 106 | 102 | 106 | nt | 103 | 108 | 113 | 93
O=C(Nc1cc(Cl)cc(Cl)c1)Nc1cc(Cl)cc(Cl)c1 | -30* | -66* | -12* | -100* | -78* | -47* | -48* | -40*
O=C1c2ccccc2-c2c1c1c3ccccc3[nH]c1c1c2[nH]c2ccccc21 | 72 | 70 | 101 | 83 | 71 | 85 | 76 | 104
COC(=O)c1cc(=O)nc(NN=C2c3ccccc3-c3ccccc32)s1 | 74 | 29 | 75 | 36 | 68 | 89 | nt | 87
COc1ccc(-c2c3c(N)nc(-c4ccccn4)nc3nc3c2c(C)nn3-c2ccccc2)cc1 | nt | 100 | 99 | 91 | 98 | 97 | 90 | 109
CCC(C)(C(N)=O)c1ccccc1 (centres undefined) | 96 | 103 | 113 | 106 | 112 | 104 | 113 | 104

Sorted by formula weight (lowest first): part of the list above.
SMILES | UACC-257 | UACC-62 | SK-MEL-28 | SK-MEL-5 | M14 | MDA-MB-435 | SK-MEL-2 | MALME-3M
CC(=O)/C(N=O)=C(/C)O | 102 | 101 | 108 | 106 | 102 | 117 | 102 | 106
c1ccc(Cc2nnc3sc(-c4csc5c4CCCC5)nn23)cc1 | 109 | 90 | 101 | 98 | 96 | 101 | 111 | 113
COc1ccc(-c2nc(SCCNS(C)(=O)=O)[nH]c(=O)c2C#N)cc1 | 106 | 98 | 118 | 106 | 113 | 99 | 95 | 99
COc1ccc(-c2c3c(N)nc(-c4ccccn4)nc3nc3c2c(C)nn3-c2ccccc2)cc1 | nt | 100 | 99 | 91 | 98 | 97 | 90 | 109
